# TRPC6 activator: mouse TRPC6 channel activators, primary screen, cell-based, HEK293, membrane potential dye. 310,000 compounds, 0.13% hits. B-score at 10 µM. Short transient receptor potential channel 6 (Mus musculus), Q61143. HEK293-TRPC6 membrane potential dye fluorescence; active compounds read high;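 active means B-score of the integrated fluorescence ratio above library mean plus 3 SD, and starting fluorescence ratio within library mean plus 5 SD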;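 further: higher score means more depolarization so channel activation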
# Target sequence (Q61143 whole entry, looked up): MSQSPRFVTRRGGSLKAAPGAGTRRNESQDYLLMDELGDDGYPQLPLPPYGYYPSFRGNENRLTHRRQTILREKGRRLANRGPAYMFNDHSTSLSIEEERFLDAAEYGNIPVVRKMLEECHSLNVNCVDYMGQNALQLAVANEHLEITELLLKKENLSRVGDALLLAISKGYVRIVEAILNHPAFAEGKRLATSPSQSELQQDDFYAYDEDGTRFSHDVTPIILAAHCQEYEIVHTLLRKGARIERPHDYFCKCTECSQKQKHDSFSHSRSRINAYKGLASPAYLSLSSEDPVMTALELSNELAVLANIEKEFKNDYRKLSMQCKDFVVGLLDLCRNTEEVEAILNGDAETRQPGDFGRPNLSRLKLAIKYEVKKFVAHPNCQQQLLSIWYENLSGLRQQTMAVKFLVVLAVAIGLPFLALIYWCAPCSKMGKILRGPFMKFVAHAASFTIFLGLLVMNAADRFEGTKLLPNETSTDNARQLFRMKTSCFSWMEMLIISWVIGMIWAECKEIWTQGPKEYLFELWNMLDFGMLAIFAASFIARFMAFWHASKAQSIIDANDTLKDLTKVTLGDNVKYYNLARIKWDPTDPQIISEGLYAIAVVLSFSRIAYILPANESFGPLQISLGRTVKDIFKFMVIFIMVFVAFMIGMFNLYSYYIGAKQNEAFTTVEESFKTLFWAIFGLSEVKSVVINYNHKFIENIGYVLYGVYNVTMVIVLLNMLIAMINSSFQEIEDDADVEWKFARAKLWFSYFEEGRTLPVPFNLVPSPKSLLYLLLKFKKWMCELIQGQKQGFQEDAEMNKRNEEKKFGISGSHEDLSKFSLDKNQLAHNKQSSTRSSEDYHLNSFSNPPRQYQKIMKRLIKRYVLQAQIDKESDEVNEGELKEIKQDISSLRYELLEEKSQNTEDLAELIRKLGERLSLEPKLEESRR
# TRPC4 inh: inhibitors of mouse TRPC4 channel, primary screen, Fluo4 calcium, HEK293 TRPC4beta/mu-opioid cells; Short transient receptor potential channel 4 (Mus musculus), Q9QUQ5; B-score at 10 µM; DAMGO-evoked Fluo4 calcium flux; active compounds read low; 300,000 compounds, 0.39% hits; AID 2247, 2010;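 active means B-score over 3 SD under the library average, no early fluorescence shift, positive overall ratio signal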
#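 Assay system: HEK293 cells with stable TRPC4beta plus mu-opioid receptor expression; Probe or stimulus: DAMGO in two steps, submaximal then maximal; Dosing: single-point compound dosing; Measured by: Fluo4 calcium-dye fluorescence, kinetic read; Read-out basis: B score from integrated Fluo4 fluorescence ratio.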
# TRPC4 agonist: activators of mouse TRPC4 channel, primary screen, Fluo4 calcium, HEK293 TRPC4beta/mu-opioid cells; 310,000 compounds, 0.49% hits; Fluo4 calcium fluorescence; active compounds read high; B-score at 10 µM; Short transient receptor potential channel 4 (Mus musculus), Q9QUQ5;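 active means B-score above 5 SD of library B-scores, and initial fluorescence ratio not above library mean plus 5 SD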;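 further: positive B-score marks a calcium rise read as TRPC4 activation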
#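 Technique: kinetic Fluo4 calcium fluorescence; Test system: TRPC4beta and mu-opioid receptor HEK293 stable cells; Measure: B-scored integrated calcium fluorescence ratio; Benchmarks: low control buffer alone, high control maximal DAMGO; Schedule: 45 min room-temperature Fluo4 loading, 110 s read.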
# MrgX1 allo act: positive allosteric modulators of MrgX1, primary screen, HEK293 cells, Fluo-4 calcium flux; Mas-related G-protein coupled receptor member X1 (Homo sapiens), Q96LB2; FDSS; active compounds read high; B-score at 10 µM; 310,000 compounds, 0.63% hits;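 active means plate-corrected calcium response at least 3 library SD above typical, normal starting fluorescence, not activating the receptor alone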;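 further: compound read alongside a low EC10 to EC30 dose of BAM8-22 agonist; peak minus trough fluorescence over baseline measured at the second addition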
# RGS4 inh: RGS4 inhibitors, primary screen, cell-based, HEK293 M3R inducible RGS4, calcium flux | 310,000 compounds, 0.45% hits | Fluo-4 calcium flux; active compounds read high; triggered by carbachol at its EC20 | Regulator of G-protein signaling 4 (Homo sapiens), P49798 | B-score at 10 µM;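 active means B-score, a plate-corrected calcium signal, over three deviations above library mean, with baseline fluorescence within five deviations of library mean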;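 further: RGS4 expression induced by doxycycline in cells with stable M3 receptor; B-score is computed from the integrated fluorescence ratio over baseline after carbachol; higher B-score means a larger calcium signal and so more RGS4 inhibition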
# Target sequence (P49798 whole entry, looked up): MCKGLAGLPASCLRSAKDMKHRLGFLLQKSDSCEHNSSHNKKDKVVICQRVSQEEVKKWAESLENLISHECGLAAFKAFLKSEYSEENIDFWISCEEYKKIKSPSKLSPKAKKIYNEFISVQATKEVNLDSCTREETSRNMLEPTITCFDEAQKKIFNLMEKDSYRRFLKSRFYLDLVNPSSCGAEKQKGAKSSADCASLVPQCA
# TMEM16A act: TMEM16A chloride channel activators or potentiators, primary screen, cell-based, HTS; Anoctamin-1 (Mus musculus), Q8BHY3; HEK293 TMEM16A/YFP-H148Q/I152L, iodide quench fluorescence; active compounds read low; B-score at 10 µM; 340,000 compounds, 0.3% hits; AID 623877, 2012;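 active means fluorescence-ratio B-score plate-corrected deviation score at least 3 library SD below zero, with starting fluorescence score within 5 deviations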;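 further: channel opened by trigger with iodide after compound preincubation; score built on the fluorescence ratio of max minus min over baseline; more negative score means more quench and so TMEM16A activation or potentiation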
# ANO1 block: TMEM16A chloride channel inhibitors, primary screen, cell-based, HTS | Anoctamin-1 (Mus musculus), Q8BHY3 | HEK293 TMEM16A/YFP iodide influx fluorescence, ionomycin | normalized B-score (activity score, 25-100; higher = stronger inhibition) at 10 µM | 310,000 compounds, 1.2% hits | AID 588511, 2011;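 active means ratio plate-corrected score three or more library SD toward inhibition, starting fluorescence score within five deviations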;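 further: score derived from kinetic fluorescence span divided by baseline fluorescence per well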
# MrgX1 antag: antagonists of human MrgX1 receptor, primary screen, HEK293 cells, Fluo-4 calcium flux. BAM8-22 antagonism; active compounds read low. AID 588676, 2011. Mas-related G-protein coupled receptor member X1 (Homo sapiens), Q96LB2. B-score at 10 µM. 310,000 compounds, 1.3% hits;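 active means calcium-response B-score plate-corrected more than 3 library SD below zero, starting fluorescence within 5 deviations, no agonist response on first addition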;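 further: peak minus trough fluorescence over baseline after final BAM8-22 challenge near maximal dose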
# TRPC4 PAM: positive allosteric modulators of TRPC4, primary screen, cell-based, mouse TRPC4beta, HEK293 mu-opioid, Fluo-4 calcium; Short transient receptor potential channel 4 (Mus musculus), Q9QUQ5; DAMGO EC20, Fluo-4 Ca2+ flux; active compounds read high; B-score at 10 µM; 310,000 compounds, 0.42% hits; AID 2227, 2009;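 active means B-score of calcium response area above 5 SD of library B-scores, with initial fluorescence ratio within 5 SD of library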;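 further: B-score of integrated fluorescence ratio over time as area under calcium response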
# TRPC6 inh: mouse TRPC6 channel inhibitors, primary screen, cell-based, HEK293, membrane potential dye. Short transient receptor potential channel 6 (Mus musculus), Q61143. ACh-evoked depolarization; active compounds read low. B-score at 10 µM. 310,000 compounds, 1.1% hits. AID 2553, 2010;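 active means B-score under library mean minus 3 SD, initial fluorescence not abnormally high, positive integrated signal ratio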;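 further: B-score derived from integrated fluorescence ratio over the kinetic read; more negative B-score means stronger inhibition of depolarization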
# MrgX1 ag: agonists of human MrgX1 receptor, primary screen, HEK293 cells, Fluo-4 calcium flux; Mas-related G-protein coupled receptor member X1 (Homo sapiens), Q96LB2; Fluo-4 calcium fluorescence, agonist mode; active compounds read high; B-score at 10 µM; 310,000 compounds, 0.44% hits; AID 588627, 2011;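 active means calcium response B-score plate-corrected fluorescence ratio at least 3 library SD, with starting fluorescence B-score inside 5 SD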
#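 Test system: HEK293 cells stably expressing human MrgX1 receptor; Input: fifteen thousand cells per well; Dosing: compound delivered in addition one of three; Schedule: overnight seeding, then 1 h dark dye loading; Technique: Fluo-4 NW calcium fluorescence; Measure: B-scored fluorescence response ratio; Controls: positive and negative controls per plate.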
# The depositor's hits bear a star; i = inactive; / = not tested or not shown.
# Each structure is followed by: TRPC6 activator | TRPC4 inh | TRPC4 agonist | MrgX1 allo act | RGS4 inh | TMEM16A act | ANO1 block | MrgX1 antag | TRPC4 PAM | TRPC6 inh | MrgX1 ag
> O=[N+]([O-])c1cc(C(F)(F)F)cc([N+](=O)[O-])c1NCc1cccnc1
  i | i | i | i | i | i | i | i | i | i | i
> C[C@H]1C=C(C(=O)O)O[C@@H](OCc2ccc(CO)cc2)C1
  i | i | i | i | i | i | i | i | i | i | i
> O=C(N/N=C/C=C/c1ccccc1)c1cccs1
  i | i | i | i | i | i | i | i | i | i | i
> Cc1ccccc1C(=O)Nc1ccc(O)cc1C(=O)O
  i | i | i | i | i | i | i | i | i | i | i
> Cc1c(C)c2ccc(OCC(=O)NC3CCN(Cc4ccccc4)CC3)cc2oc1=O
  i | i | i | i | i | i | i | i | i | i | i
> N#Cc1cccnc1N1CCN(C(=O)COCC(=O)O)CC1
  i | i | i | i | i | i | i | i | i | i | i
> COc1ccc(NC(=O)c2scc(S(=O)(=O)C(C)C)c2N)cc1
  i | i | i | i | i | i | i | i | i | i | i
> CC1CCN(C(=O)CS(=O)(=O)Cc2ccccc2)CC1
  i | i | i | i | i | i | i | i | i | i | i
> CS(=O)(=O)N1CCN=C1SCc1cccc(F)c1
  i | i | i | i | i | i | i | i | i | i | i
> CCC1CCc2c(sc(NC(=O)c3cnccn3)c2C(N)=O)C1 (stereo not given)
  i | i | i | i | i | i | i | i | i | i | i
> Cc1ccc(-c2noc(-c3cccs3)n2)cc1
  i | i | i | i | i | i | i | i | i | i | i
> CNS(=O)(=O)c1ccc(NC(=O)Nc2ccc3c(c2)OCO3)cc1
  i | i | i | i | i | i | i | i | i | i | i
> CC(C)(C)NC(=O)CSc1nncn1-c1ccccc1
  i | i | i | i | i | i | i | i | i | i | i
> Brc1ccc(OCCN2CCOCC2)cc1
  i | i | i | i | i | i | i | i | i | i | i
> CCOC(=O)Cn1c(=O)oc2cc(S(=O)(=O)NCc3ccccn3)ccc21
  i | i | i | i | i | i | i | i | i | i | i
> Cc1ccc(Cl)cc1N1CCN(C(=O)c2noc(C)c2[N+](=O)[O-])CC1
  i | i | i | i | i | i | i | i | i | i | i
> COc1ccc(-c2nn(-c3ccccc3)cc2C(=O)NC(=S)Nc2cc(Cl)ccc2Cl)cc1
  i | i | i | i | i | i | i | i | i | i | i
> C=CCn1c(SCc2nc3ccccc3c(=O)[nH]2)nc2sc3c(c2c1=O)CCCC3
  i | i | i | i | i | / | i | i | i | i | i
> COC(=O)C(CC(C)C)NC(=O)c1ccc([N+](=O)[O-])c(C)c1 (stereo not given)
  i | i | i | i | i | i | i | i | i | i | i
> Cc1cccc(OCC(=O)Nc2ccncc2)c1
  i | i | i | i | i | i | i | i | i | i | i
> COC(=O)c1ccc(/C=N/N2CCN(Cc3ccccc3Cl)CC2)cc1
  i | i | i | i | i | i | i | i | i | i | i
> ON=C1c2cc(OCCN3CCCCC3)ccc2-c2ccc(OCCN3CCCCC3)cc21
  i | i | i | i | i | i | i | i | i | i | i
> Cc1nc(Nc2c(Cl)cccc2Cl)sc1C(=O)Nc1ccccc1
  i | i | i | i | i | i | i | i | i | i | i
> C/C(=N\NC(=O)c1ccc(CSc2nncn2C)cc1)c1ccc2ccccc2c1
  i | i | i | i | i | i | i | i | i | i | i
> CCSc1nc2cc(OC)c(OC)cc2c(=O)n1CCc1ccccc1
  i | i | i | i | i | i | i | i | i | i | i
> O=C(Nc1ccc(CN2CCOCC2)cc1)c1ccc(F)cc1
  i | i | i | i | i | i | i | i | i | i | i
> CCOc1ccc(S(=O)(=O)NCCC(=O)N2CCN(c3ccccc3O)CC2)cc1
  i | i | i | i | i | i | i | i | i | i | i
> CCCCCn1c(CN2CCN(c3cccc(Cl)c3)CC2)nc2c1c(=O)[nH]c(=O)n2C
  i | i | i | i | i | i | i | i | i | i | i
> O=S1(=O)CCN2C=C(Br)C=C(Br)C2=N1
  i | / | i | i | i | i | i | i | i | i | i
> O=C1CC(C(=O)Nc2ccc(Cl)c(Cl)c2)S/C(=N\N=C\c2ccco2)N1 (stereo not given)
  i | i | i | i | i | i | i | i | i | i | i
> CCOC(=O)Nc1ccc(NC(=O)c2ccccc2F)cc1
  i | i | i | i | i | i | i | i | i | i | i
> Cc1ccc(S(=O)(=O)Nc2nc(N)n(-c3ccccc3)n2)cc1
  i | i | i | i | i | i | i | i | i | i | i
> CNC(=S)N1CCn2cccc2C1c1cc(OC)c(OC)c(OC)c1 (stereo not given)
  i | i | i | i | i | i | i | i | i | i | i
> C/C(=N\NC(=O)c1cc(-c2ccc(Br)s2)[nH]n1)c1ccncc1
  i | i | i | i | i | i | i | i | i | i | i
> CN(C)C(/C=C/Nc1ccc(F)cc1)=C(C#N)C#N
  i | i | i | i | i | i | i | i | i | i | i
> O=C(COC(=O)C1=COCCO1)Nc1ccc(F)cc1
  i | i | i | i | i | i | i | i | i | i | i
> C/C(=N\NC(=O)c1ccccc1O)c1ccc(Br)s1
  i | i | i | i | i | i | i | i | i | i | i
> O=C(Nc1ncccn1)c1ccc([N+](=O)[O-])o1
  i | i | i | i | i | i | i | i | i | i | i
> O=C(/C=C/c1ccc([N+](=O)[O-])cc1)c1ccco1
  i | i | i | i | 11* | i | i | i | i | i | i
> COc1ccc(C2=NOC(COc3ccc([N+](=O)[O-])cc3)C2)cc1 (stereo not given)
  i | i | i | i | i | i | i | i | i | i | i
> COc1ccc([N+](=O)[O-])c(S(=O)(=O)c2ccc(Cl)cc2)n1
  i | i | i | i | i | i | i | -6.5* | i | i | i
> Cc1ccc(C(=O)C(=O)c2ccc(C)c(N)c2)cc1N
  i | i | i | i | i | i | i | i | i | i | i
> CCOc1ccc2c(c1)C(=O)c1cc(OCC(=O)O)ccc1-2
  i | i | i | i | i | i | i | i | i | i | i
> O=C(CCc1nnc(CCC2CCCCC2)o1)NCCc1ccccn1
  i | i | i | i | i | i | i | i | i | i | i
> CCOC(=O)CSC1=C(C#N)C(=O)NC2(CCCCC2)S1
  i | i | i | i | i | i | i | i | i | i | i
> CCOC(=O)c1sc(C(=O)OCC)c(OCCO)c1OCCO
  i | i | i | i | i | i | i | i | i | i | i
> Cc1oc2cc(Br)c(O)c(Br)c2c1-c1ccccc1
  i | i | i | 15* | i | i | i | i | i | i | i
> COc1ccc(/C=C/C(=O)N(C)C2CCCCC2)cc1Br
  i | i | i | i | i | i | i | i | i | i | i
> Cc1ccc(N2C(=O)N(CC(=O)NC(c3ccccc3)c3ccccc3)C(=O)C2C)cc1 (stereo not given)
  i | i | i | i | i | i | i | i | i | i | i
> COCCn1c(SCC(=O)Nc2ccc(NC(C)=O)cc2)nc2c([nH]c3ccccc32)c1=O
  i | i | i | i | i | i | i | i | i | i | i
> Cc1cc(Oc2ccccc2)nc(N2CCOCC2)n1
  i | i | i | i | i | i | i | i | i | i | i
> NS(=O)(=O)c1cc2c(cc1Cl)NC(C1C[C@H]3C=C[C@@H]1C3)NS2(=O)=O (stereo not given in full)
  i | i | i | i | i | i | i | i | i | i | i
> COc1ccc(NC(=O)CN(C)C(=O)c2cccc(S(=O)(=O)N3CC4(C)CC3CC(C)(C)C4)c2)cc1 (stereo not given)
  i | i | i | i | i | i | i | i | i | i | i
> Cc1c(Br)c(C(F)(F)F)nn1CC(=O)N(C)C1CCCCC1
  i | i | i | i | i | i | i | i | i | i | i
> CCOc1cc(/C=N/NC(=O)c2nnn(-c3nonc3N)c2C)ccc1OCc1cccc(F)c1
  i | i | i | i | i | i | i | i | i | i | i
> O=C(OCC(=O)c1ccccc1Cl)c1cnccn1
  i | i | i | i | i | i | i | i | i | i | i
> COc1ccc(C#Cc2c(-c3ccc(OC)cc3)oc3ccc(-c4ccc5c(c4)OCO5)cc23)cc1
  i | i | i | i | i | i | i | i | i | i | i
> COC(=O)CSc1nnc2c3c4c(sc3nc(-n3nc(C)cc3C)n12)COC(C)(C)C4
  i | i | i | i | i | i | i | i | i | i | i
> C=CCNC(=S)N1CCN(Cc2ccc3c(c2)OCO3)CC1
  i | i | i | i | i | i | i | i | i | i | i
> O=S(=O)(c1cccc2nsnc12)N1CCN(C/C=C\c2ccccc2)CC1
  i | i | i | i | i | i | i | i | i | i | i

# Next structures follow:
# Each structure is followed by: TRPC6 activator | TRPC4 inh | TRPC4 agonist | MrgX1 allo act | RGS4 inh | TMEM16A act | ANO1 block | MrgX1 antag | TRPC4 PAM | TRPC6 inh | MrgX1 ag
> C=CCn1c(SCC(=O)Nc2ccc(F)cc2F)nnc1-c1cnccn1
  i | i | i | i | i | i | i | i | i | i | i
> COc1ccc(-c2n[nH]c3c2CN(C(=O)c2ccc(F)cc2)CC3)cc1
  i | i | i | i | i | i | i | i | i | i | i
> CC(OC(=O)CNC(=O)c1ccco1)C(=O)N(C)c1ccccc1 (stereo not given)
  i | i | i | i | i | i | i | i | i | i | i
> CCCCCC(=O)N/N=C/c1ccccc1[N+](=O)[O-]
  i | i | i | i | i | i | i | i | i | i | i
> CCn1nc(C)c(Br)c1C(=O)Sc1ccccc1Cl
  i | i | i | i | i | i | i | i | i | i | i
> Cc1cccc(Cn2nnc3ccccc32)c1O
  i | i | i | i | i | i | i | i | i | i | i
